Source: PubChem
Apoferritin bind: binds horse apoferritin like a general anesthetic; P02791; apoferritin/1-aminoanthracene competitive binding, fluorescence; Potency, µM (highest dose often 77.5 µM), inactives show at the top dose activity change, negative = displacement, actives largely listed as inhibitors; 350,000 tested, 0.074% active; further: potency means the concentration at half of the fitted maximal effect; on the % scale 0 is the no-effect control and ±100 the full control effect; nearly all actives have a fitted effect of over 20% in size
Target sequence (P02791 2-175 limits assumed): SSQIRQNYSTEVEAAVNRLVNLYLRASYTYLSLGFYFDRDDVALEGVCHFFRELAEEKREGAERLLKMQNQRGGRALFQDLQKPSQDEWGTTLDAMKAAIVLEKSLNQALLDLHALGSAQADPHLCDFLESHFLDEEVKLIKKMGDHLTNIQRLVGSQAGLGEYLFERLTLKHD
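Apoferritin-based anesthetic binding model; compound displacement of fluorescent 1-AMA measured as endpoint fluorescence after 10 minutes at room temperature, scaled to free-ligand and complex controls.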
Pol kappa inh: inhibitors of human DNA polymerase kappa; Q9UBT6; Potency, µM (series often up to 107 µM), for the others: at the top dose activity, negative = inhibition, hits mostly inhibitors; purified Pol kappa, fluorescent DNA synthesis assay, 10 min; AID 588579; 400,000 tested, 0.53% active; further: potency means the concentration at half of the fitted maximal effect; on the % scale 0 is the no-effect control and ±100 the full control effect
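Here, compound and 10 nM enzyme are combined for 15 min at room temperature; adding 50 nM substrate (final) starts DNA synthesis, tracked by fluorescence at 0 and 10 min against buffer-only wells.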
Pol eta inh: blocks human DNA polymerase eta activity; 390,000 tested, 1.2% active; recombinant Pol eta, fluorescent DNA replication assay; Potency, µM (highest dose often 114 µM), without a hit: top-dose activity change, negative = inhibition, actives largely listed as inhibitors; AID 588591; Q9Y253; further: potency means the concentration at half of the fitted maximal effect; on the % scale 0 is the no-effect control and ±100 the full control effect
Target sequence (Q9Y253 whole entry, looked up): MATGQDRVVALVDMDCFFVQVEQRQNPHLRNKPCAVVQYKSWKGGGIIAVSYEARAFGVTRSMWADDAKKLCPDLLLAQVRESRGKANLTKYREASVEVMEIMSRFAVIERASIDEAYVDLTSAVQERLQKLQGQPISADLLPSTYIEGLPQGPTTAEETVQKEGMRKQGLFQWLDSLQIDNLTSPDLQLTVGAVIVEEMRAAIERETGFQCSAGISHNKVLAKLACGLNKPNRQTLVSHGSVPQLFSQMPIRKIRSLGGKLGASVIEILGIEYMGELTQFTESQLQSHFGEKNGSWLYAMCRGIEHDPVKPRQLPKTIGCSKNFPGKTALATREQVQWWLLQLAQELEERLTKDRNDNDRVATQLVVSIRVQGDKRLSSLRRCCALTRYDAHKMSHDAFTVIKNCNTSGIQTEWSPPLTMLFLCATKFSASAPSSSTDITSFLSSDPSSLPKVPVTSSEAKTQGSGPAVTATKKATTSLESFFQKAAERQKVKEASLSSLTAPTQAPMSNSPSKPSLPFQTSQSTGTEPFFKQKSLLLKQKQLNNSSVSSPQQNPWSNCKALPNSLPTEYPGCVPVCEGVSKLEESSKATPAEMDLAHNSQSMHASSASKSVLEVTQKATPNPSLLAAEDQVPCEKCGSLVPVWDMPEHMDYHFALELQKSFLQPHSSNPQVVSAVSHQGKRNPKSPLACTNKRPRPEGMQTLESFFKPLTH
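Pol eta at 10 nM preincubated with compounds 15 min at room temperature; reaction started with fluorescent substrate (50 nM final) and read kinetically at 0 and 10 min.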
LDHA block: LDHA (human) enzyme inhibition; activity change, % (values are at about 110 or 230 µM); P00338; 480,000 tested, 0.15% active; purified LDHA, NADH/diaphorase-resazurin fluorescence; active compounds read low; in the data active means activity change below about -30%; inconclusive means mostly about -25% to -30%;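 further: plate controls were DMSO wells for no effect and wells without enzyme for full effect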
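Human LDH5 at 2 nM final in Tris HCl pH 7.4 with 0.06 mM NADH and 0.2 mM pyruvate, reacted 5 minutes at room temperature. Remaining NADH coupled via diaphorase/resazurin; resorufin fluorescence read at 0 and 20 minutes, normalized to enzyme-free and DMSO wells.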
ALOX12 inh: inhibitors of human 12S-lipoxygenase ALOX12; P18054; purified 12hLO, xylenol orange hydroperoxide absorbance; Potency, µM (top dose mostly 108 µM), inactives show top-dose activity change, negative = inhibition, actives largely listed as inhibitors; 580,000 tested, 1.1% active; AID 1671190; further: potency means the concentration at half of the fitted maximal effect; on the % scale 0 is the no-effect control and ±100 the full control effect
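Purified human 12hLO (150 nM final) in 25 mM Hepes, 0.01% Triton X-100, pH 7.0 was preincubated 15 min at room temperature with compound. Then 40 uM arachidonic acid was added, 30 min. Hydroperoxide was read by Fe-XO absorbance ratio 573/405 nm.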
APEX1 inh: APE1 (human) endonuclease inhibition | Potency, µM (titrated, usually from 65.8 µM), for the others: at the highest dose activity change, negative = inhibition, hits mostly inhibitors | recombinant APE1, TAMRA/BHQ-2 abasic DNA cleavage fluorescence | 350,000 tested, 0.35% active | P27695 | AID 2517;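 further: potency means the concentration at half of the fitted maximal effect; plate controls were vehicle for no effect and reference inhibitor for full effect; nearly all actives have a fitted effect of over 55% in size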
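Incision of a quenched TAMRA/BHQ-2 THF abasic-site duplex (50 nM) by 0.75 nM APE1, after 15 min compound preincubation, measured as fluorescence increase over three 60 s reads. Values normalized to buffer, DMSO and NSC13755 control wells.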
RGS4 inhibitor: blocks human RGS4-accelerated GTP hydrolysis | Potency, µM (series often up to 114 µM), without a hit: at the highest dose activity change, negative = inhibition, hits mostly inhibitors | Transcreener GDP fluorescence polarization, RGS4-accelerated GTP hydrolysis | 390,000 tested, 0.039% active | P49798; further: potency means the concentration at half of the fitted maximal effect; on the % scale 0 is the no-effect control and ±100 the full control effect; nearly all actives have a fitted effect of over 75% in size; some results filed as inactive show a strong effect at the top dose
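MLSMR compounds (23 nl, pin-transferred) preincubated 10 min at room temperature with a 500nM (2x) first reagent, then RGS4 at 900nM (2x) plus Transcreener GDP mix added; fluorescence polarization (620/688 nm) read before and after 90 min at 30 °C.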
Pol beta inh: inhibitors of human DNA polymerase beta; P06746; Pol beta primer extension/strand displacement, fluorescence kinetic; Potency, µM (top dose mostly 114 µM), for the others: at the highest dose activity change, negative = inhibition, most hits filed as inhibitors; 340,000 tested, 1.3% active; AID 485314; further: potency means the concentration at half of the fitted maximal effect; on the % scale 0 is the no-effect control and ±100 the full control effect
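Pol beta (10 nM) was preincubated with compound for 15 min at room temperature. The reaction was then started with 50 nM substrate and read immediately and after a further 10 min at room temperature.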
ERG Ets-DNA blk: blocks human ERG Ets domain binding to DNA; P11308; fluorescence polarization, His-ERG Ets domain / labelled DNA; Potency, µM (titrated, usually from 76.9 µM), for the others: at the top dose FP activity, negative = inhibition, usual class: inhibitors; 370,000 tested, 0.028% active; active means well fitted inhibition curve with a large enough effect in the polarisation, with a control signal flat; inconclusive means small, poorly fitted or top-dose-only effect, or effect the other way, or a change in a side signal; inactive means no such curve, though single readings can be large or run the other way; the % refers to the polarisation;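 further: polarization taken with two DNA probes labelled with fluorescein and Texas red; potency means the concentration at half of the fitted maximal effect; % of control where 0% means no effect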
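His-tagged ERG Ets domain (1 uM in the protein solution; 300mM KCl, 50mM Tris-HCl, 1mM EDTA, 1mM DTT, pH 7.5) received compound, then a probe mix of 5 nM fluorescein-DNA and 100nM Texas-615-DNA. Fluorescence polarization was read for both dyes.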
Starred values were filed as active, the others as inactive; i = inactive; ? = inconclusive; / = no result given; & = joins results of further samples; [ ] = another dose, or the depositor's remark. Unless noted, the call rests on the fitted dose curve; in most records, active means well fitted curve in the direction sought with a large enough effect; inconclusive means small, poorly fitted or top-dose-only effect, or another doubt; inactive means no such curve, though single readings can be large; an effect the other way counts as inactive or inconclusive. Only part of the results is shown; rates above refer to the full screens.

No.	SMILES	Apoferritin bind	Pol kappa inh	Pol eta inh	LDHA block	ALOX12 inh
1	COc1ccc2c(c1)nc(N)n2Cc1ccccc1	-13%	-5%	10%	-2	-15%
2	Cc1cccc(C(=O)NC(NC(=S)Nc2ccc(S(N)(=O)=O)cc2)C(Cl)(Cl)Cl)c1 (stereo not given)	-16%	-9%	-23%	-15	-27%
3	Fc1ccc(C2=NN(c3ccccc3)C(c3ccco3)C2)cc1 (stereo not given)	319%[activator]	7%	-6%	-2	?
4	CCn1c(NCc2cc(OC)c(OC)c(OC)c2)nc2ccccc21	-6%	0%	-5%	-6	-2%
5	COC(=O)C1=C(C(=O)OC)[C@@H]2N(C)c3ccc(OC)cc3[C@@]23C[C@@H](C(=O)OC)N(S(=O)(=O)c2ccc([N+](=O)[O-])cc2)C3=N1	-9%	-2%	2%	2	-2%
6	CC1CCN(CCCCOc2ccc(Br)cc2)CC1	-9%	-15%	-14%	-15	?
7	Nc1nc(COc2ccccc2C=O)nc(Nc2ccccc2)n1	-5%	-8%	-23%	0	168%[activator]
8	O=C(Cn1c2c(c(-c3ccccc3Cl)cc1=O)CCC2)NCC1CCCO1 (stereo not given)	-9%	4%	-3%	-1	0%
9	COc1cc(NC(=O)CSCC(=O)N(C)C2CCCCC2)cc(OC)c1	/	7%	-9%	2	-3%
10	CCn1c(=NC(=O)CSCC(=O)Nc2nccs2)sc2ccccc21	-9%	-4%	-22%	1	?

No.	APEX1 inh	RGS4 inhibitor	Pol beta inh	ERG Ets-DNA blk
1	6%	5%	?	3%
2	2%	-29%	0%	/
3	-5%	12%	1%	-11%
4	5%	-11%	45%	-17%
5	-2%[12.4 µM]	-5%	-1%	1%
6	11%	-15%	0%	-11%
7	?	-3%	-3%	4%
8	1%	15%	0%	-6%
9	29%	-35%	/	-6%
10	-1%	-6%	1%	2%

Another view of part of the listing above.
5. COC(=O)C1=C(C(=O)OC)[C@@H]2N(C)c3ccc(OC)cc3[C@@]23C[C@@H](C(=O)OC)N(S(=O)(=O)c2ccc([N+](=O)[O-])cc2)C3=N1
3. Fc1ccc(C2=NN(c3ccccc3)C(c3ccco3)C2)cc1 (stereo not given)
2. Cc1cccc(C(=O)NC(NC(=S)Nc2ccc(S(N)(=O)=O)cc2)C(Cl)(Cl)Cl)c1 (stereo not given)
8. O=C(Cn1c2c(c(-c3ccccc3Cl)cc1=O)CCC2)NCC1CCCO1 (stereo not given)
7. Nc1nc(COc2ccccc2C=O)nc(Nc2ccccc2)n1
assay / entry | 5 | 3 | 2 | 8 | 7
Apoferritin bind | -9% | 319%[activator] | -16% | -9% | -5%
Pol kappa inh | -2% | 7% | -9% | 4% | -8%
Pol eta inh | 2% | -6% | -23% | -3% | -23%
LDHA block | 2 | -2 | -15 | -1 | 0
ALOX12 inh | -2% | ? | -27% | 0% | 168%[activator]
APEX1 inh | -2%[12.4 µM] | -5% | 2% | 1% | ?
RGS4 inhibitor | -5% | 12% | -29% | 15% | -3%
Pol beta inh | -1% | 1% | 0% | 0% | -3%
ERG Ets-DNA blk | 1% | -11% | / | -6% | 4%

More structures follow.
No.	SMILES	Apoferritin bind	Pol kappa inh	Pol eta inh	LDHA block	ALOX12 inh
11	CC(=O)Nc1ccc(NC(=O)COC(=O)c2ccc(S(=O)(=O)NCc3ccco3)cc2)cc1	/	-12%	-7%	-5	?
12	COc1cn(CC(=O)Nc2cc(C)cc(C)c2)c(CN2CCCCC2)cc1=O	-10%	-13%[60.1 µM]	-15%	-4	-16%
13	Cc1occc1C(=O)NNC(=O)COc1ccc(Br)cc1Br	-6%	-18%	-7%	-1	-2%
14	CNC(=S)Nc1ccc(Br)cc1	7%	1%	-18%	-1	-24%
15	O=C(COC(=O)c1cccc(Cl)c1)Nc1cc(S(=O)(=O)N2CCOCC2)ccc1N1CCOCC1	/	-16%	-22%	-4	0%
16	C#C[C@]1(OC(C)=O)CCC2C3CCC4=CC(=O)CC[C@@H]4C3CC[C@@]21C (stereo not given in full)	?	-7%	-13%	-9	7%&0%
17	CCOc1cc2c(cc1OCC)C(c1ccc(OC)cc1)N(c1ccccc1)C(=O)C2 (stereo not given)	-16%	-17%	7%	-4	-9%
18	O=C(COc1ccc(/C=N/NC(=O)c2ccccc2O)cc1)Nc1ccccc1	-4%	?	?	2	365%[activator]
19	Cn1c(N)c(C#N)c2c(c1=S)COC(C)(C)C2	?	-13%	-10%	5	335%[activator]
20	Cc1ccc(SC2=C(Sc3ccc(C)cc3)C(=O)c3ccccc3C2=O)cc1	-12%	5%	18µM*	42	?

No.	APEX1 inh	RGS4 inhibitor	Pol beta inh	ERG Ets-DNA blk
11	23%	-19%	/	14%
12	/	1%	3%	0%
13	-2%	-2%	2%	-16%
14	0%	-19%	1%	-1%
15	/	-1%	/	22%
16	-10%	3%	2%	-3%
17	-1%	14%	35%[activator]	4%
18	-1%	-34%	18µM*	-20%
19	4%	-13%	0%	2%
20	14%	-79%[56.9 µM]	1%	33%[activator]

Other results follow:
No.	SMILES	Apoferritin bind	Pol kappa inh	Pol eta inh	LDHA block	ALOX12 inh
21	CCCN1C(=O)c2ccc(C(=O)Nc3ccc4c(c3)OCO4)cc2C1=O	-6%	-25%	-17%	-7	i
22	O=C1c2ccccc2-c2onc3c(NCCO)cc(NC4CCCCC4)c1c23	-8%	-32%	-15%	24	-17%
23	Cn1c(SCc2ccc(C#N)cc2Cl)nc2ccccc21	?	-7%	-13%	-2	-28%
24	O=C(CN(c1ccccc1)S(=O)(=O)c1ccccc1[N+](=O)[O-])NN=C1CCCCCCC1	-23%	-7%	-4%	0	0%
25	O=c1c2cc(NC(=S)N3CCC(N4CCCCC4)CC3)ccc2nc2n1CCCCC2	-5%	-2%	-17%	-2	-3%
26	Cc1cc(C)cc(-n2nnc(C(=O)NCc3ccccc3)c2N)c1	?	-20%	3%	3	2%
27	O=C(Nc1ccc(-c2ccco2)cc1)C1CCCN(Cc2ccc(CO)o2)C1 (stereo not given)	-10%	-14%	-29%	0	0%
28	c1ccc(-c2nccc(-c3ccc4c(c3)OCO4)n2)cc1	-12%	12%	-19%	-1	-9%
29	CCn1nc2cc(C(=O)NCc3cc(C(F)(F)F)cc(C(F)(F)F)c3)ccc2c1OC	-20%	6%	-19%	6	-3%
30	CCC(=O)OCC(=O)N=c1sccn1Cc1ccc(C)cc1	-4%	9%	-6%	-7	480%[activator]

No.	APEX1 inh	RGS4 inhibitor	Pol beta inh	ERG Ets-DNA blk
21	1%	-17%	-8%	3%
22	/	?	1%	?
23	-1%	2%	?	/
24	-4%	-21%	1%	/
25	12%	-3%	4%	-5%
26	?	-15%[56.9 µM]	0%	16%
27	4%	-41%	18%	1%
28	-6%	-20%	?	-3%
29	-2%	-15%	-25%	3%
30	4%	21%	1%	-4%

More entries.
No.	SMILES	Apoferritin bind	Pol kappa inh	Pol eta inh	LDHA block	ALOX12 inh
31	CC(=O)Nc1ccc(S(=O)(=O)Nc2cc(C)cn(Cc3ccc(C)cc3)c2=O)cc1	-18%	-13%	-7%	23	-23%
32	O=C(c1c(F)cccc1F)N1CCCC(c2nc(-c3ccc(Cl)cc3)no2)C1 (stereo not given)	-7%	-9%	-9%	0	13%
33	Cc1cc(-c2ccccc2C(=O)Nc2ccccc2O)on1	-9%	1%	-7%	-1	0%
34	Cc1ccc(NC(=O)C2CCN(C(=O)NC3CCCCC3)CC2)c(C)c1	25%	-7%	9%	-15	0%
35	CCn1c(CNc2ccc(F)cc2)nnc1SCC(=O)N1CCCc2ccccc21	-17%	-14%	-8%	0	0%
36	CCOc1cc(N2CCOCC2)c(OCC)cc1NC(=O)c1cc(C)cc(C)c1	-1%	-1%	-21%	2	471%[activator]
37	OC(CCN1CCCCC1)c1ccc(-c2ccccc2)cc1 (stereo not given)	-10%	-5%	-17%	-2	-8%
38	C[C@H](CO)N1C[C@H](C)[C@@H](CN(C)C(=O)Nc2ccccc2)Oc2c(NC(=O)C3CCCCC3)cccc2C1=O	/	11%	-21%	1	-1%
39	Cn1c(=O)[nH]c(=O)c2c1nc(NC1CCCCC1)n2Cc1ccccc1	-13%	-3%	-19%	1	0%
40	O=C(CSCc1cnn(-c2ccccc2)c1-n1cccc1)NCc1cccnc1	-3%	-11%	-2%	-4	-6%
41	COc1cccc(C(=O)NNC(=S)NC2CCCCC2)c1	-17%	2%	-4%	1	9%

No.	APEX1 inh	RGS4 inhibitor	Pol beta inh	ERG Ets-DNA blk
31	10%	-5%	-5%	3%
32	4%	-13%	-1%	8%
33	-5%	-15%	19%	-2%
34	-1%	-8%[56.9 µM]	3%	-2%
35	1%	32%[11.4 µM]	-2%	-1%
36	2%	-3%	10%	-5%
37	21%	10%	0%	-4%
38	9%	8%	/	4%
39	-2%	-21%	?	-8%
40	6%	11%	-18%	4%
41	-1%	-17%	4%	7%
